Source: PubChem
GLP-1R agonist: agonists of human GLP-1 receptor. Potency, µM (titrated, usually from 45.6 µM), inactives show top-dose activation, hits mostly activators. HEK293 GLP-1R CRE-luciferase, luminescence, 4-6 h; cells express a hypersensitive GLP-1R form. hit rate 0.007% among 380,000. P43220; further: potency means the concentration at half of the fitted maximal effect; % of control where 0% means no effect
Target sequence (P43220 whole entry, looked up): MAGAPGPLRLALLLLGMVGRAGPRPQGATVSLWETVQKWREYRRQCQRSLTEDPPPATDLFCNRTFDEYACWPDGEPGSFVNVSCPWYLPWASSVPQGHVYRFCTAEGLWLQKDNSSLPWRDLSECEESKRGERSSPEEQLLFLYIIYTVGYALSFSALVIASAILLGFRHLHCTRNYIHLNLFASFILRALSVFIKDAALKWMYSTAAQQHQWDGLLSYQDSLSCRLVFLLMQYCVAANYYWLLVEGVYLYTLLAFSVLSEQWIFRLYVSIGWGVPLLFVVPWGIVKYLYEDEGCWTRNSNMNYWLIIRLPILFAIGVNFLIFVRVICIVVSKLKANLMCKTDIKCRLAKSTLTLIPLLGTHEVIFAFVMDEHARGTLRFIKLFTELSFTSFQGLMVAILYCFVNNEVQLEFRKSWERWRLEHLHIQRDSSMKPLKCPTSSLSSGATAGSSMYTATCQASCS
TDP43 rescue: inhibitors of TDP-43 toxicity in yeast; Potency, µM (top dose mostly 46.1 µM), inactives show at the top dose growth rescue (activation), hits mostly activators; hit rate 1.8% among 410,000; TDP-43 expressing yeast growth rescue, BacTiter-Glo, 24 h; further: potency means the concentration at half of the fitted maximal effect; % of control where 0% means no effect; nearly all actives have a fitted effect of over 50% in size
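Luminescence from BacTiter-Glo reports growth of TDP-43-expressing yeast after 24 hr at 30 deg C with compound. Cells were raffinose-pregrown to mid-log, then seeded in galactose medium at OD600=0.02.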
Abeta rescue: restores growth of yeast expressing A-beta42 peptide. yeast expressing A-beta42, growth rescue, OD600, 48 h; response scale: 0% DMSO, 100% iron-clioquinol control. Potency, µM (titrated, usually from 46.1 µM), inactives show at the highest dose growth rescue, actives largely listed as activators. hit rate 0.063% among 410,000. AID 1347071; further: potency means the concentration at half of the fitted maximal effect; nearly all actives have a fitted effect of over 55% in size
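Yeast A-beta toxicity model in growth medium with pinned compounds, 48 h at 30 C; growth read as absorbance at 600 nm. Normalized to FeCl3/clioquinol equimolar mix (positive) and DMSO (negative).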
DRD3 antagonist: blocks the human D3 dopamine receptor; D3R cells, DiscoveRx beta-arrestin luminescence, antagonist mode; hits give low values; max response, negative = inhibition, %; hit rate 2.5% among 360,000; AID 652054; in the data active means max response below about -50%; inconclusive means no clear call, values can overlap the other calls; further: on the % scale 0 is the no-effect control and ±100 the full control effect; mostly tested at two doses, the higher about 12 µM
Target sequence (P35462 whole entry, looked up): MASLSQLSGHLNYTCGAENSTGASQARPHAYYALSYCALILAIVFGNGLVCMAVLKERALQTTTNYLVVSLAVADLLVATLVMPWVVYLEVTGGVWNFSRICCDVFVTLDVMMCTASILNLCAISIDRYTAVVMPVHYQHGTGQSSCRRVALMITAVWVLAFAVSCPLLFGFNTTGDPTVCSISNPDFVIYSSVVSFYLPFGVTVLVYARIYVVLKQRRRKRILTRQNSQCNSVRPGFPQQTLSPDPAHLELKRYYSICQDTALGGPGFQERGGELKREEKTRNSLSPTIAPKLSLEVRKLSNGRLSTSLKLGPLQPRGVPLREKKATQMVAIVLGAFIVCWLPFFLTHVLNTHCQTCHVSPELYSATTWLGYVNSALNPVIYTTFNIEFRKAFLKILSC
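Cells plated overnight at 1500 cells/well, then exposed to library compounds with dopamine controls for 90 minutes at 37 degrees C. DiscoveRx reagent added for 30–60 minutes at room temperature; luminescence read, quantitative HTS format.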
FUS yeast rescue: suppressors of FUS proteinopathy in yeast | S. cerevisiae FUS-expressing, growth rescue, OD600, 24 h | Potency, µM (titrated, usually from 76.6 µM), for inactives: at the highest dose growth rescue (activation), usual class: activators | hit rate 0.24% among 390,000;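 further: potency means the concentration at half of the fitted maximal effect; plate controls were DMSO vehicle for no effect and reference control for full effect; nearly all actives have a fitted effect of over 55% in size; some results filed as inactive show a strong effect at the top dose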
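Read-out: OD at 600 nm after 24hr at 30C, reporting rescue of FUS-induced yeast toxicity. Cells at OD 0.005 in galactose (2%) minimal medium; compounds tested in a dilution series; CP55940 titration from 92uM final as control.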
pAkt inh: blocks phosphorylation of Akt; activity change, % for hits at 50 µM; hit rate 0.32% among 360,000; Neuro2A IGF-stimulated pAkt S473 HTRF, 20 min; hits give low values; in the data active means activity change below about -80%; inconclusive means mostly about -51% to -80%; further: on the % scale 0 is the no-effect control and ±100 the full control effect
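Single-point screen (50 µM final compound) in Neuro2A cells stimulated 20 min with 6 nM IGF at 37 deg C. After lysis, Ser473-phosphorylated Akt read by HTRF (ex 330 nm, em 615/665 nm) as the 665/615 ratio.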
GLP-1R inv ag: inverse agonists of human GLP-1 receptor; hit rate 1.6% among 410,000; Potency, µM (doses to about 38.3 µM), without a hit: top-dose activity change, negative = inhibition, usual class: inhibitors; HEK293 GLP-1R CRE-luciferase, luminescence, 24 h; GLP-1R form is constitutively active; further: potency means the concentration at half of the fitted maximal effect; on the % scale 0 is the no-effect control and ±100 the full control effect; nearly all actives have a fitted effect of over 55% in size
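Inverse agonism was detected as reduced cAMP-driven luciferase luminescence after 24 h compound treatment. The cells were HEK293 clones expressing constitutively active human GLP-1R with the reporter. Reporter-only and GPR119 cell lines served as counterscreen controls.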
aSyn yeast inh: rescues yeast growth from alpha-synuclein toxicity; Yeast expressing alpha-synuclein, growth rescue, BacTiter-Glo, 24 h; hit rate 0.14% among 370,000; AID 652106; Potency, µM (doses to about 46.1 µM), inactives show at the highest dose growth rescue (activation), usual class: activators; further: potency means the concentration at half of the fitted maximal effect; % of control where 0% means no effect; nearly all actives have a fitted effect of over 65% in size
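Galactose-induced alpha-syn yeast (OD600=0.02, raffinose-pregrown) + pinned cpd, 24 hr, 30 deg C; growth by BacTiter-Glo luminescence. Growth restoration scores as activation.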
PTHR1 agonist: PTHR1 (human) receptor agonism | Q03431 | HEK293 GP2 PTHR1 cells, GloSensor cAMP luminescence, 1 h | Potency, µM (top dose mostly 115 µM), for inactives: top-dose activation, most hits filed as activators | hit rate 0.075% among 410,000; further: potency means the concentration at half of the fitted maximal effect; nearly all actives have a fitted effect of over 55% in size; some results filed as inactive show a strong effect at the top dose; inactives centre near -15; many of its hits are not listed in these tables
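HEK-293-derived GP2 cells expressing PTHR1 and a GloSensor cAMP reporter, 3,000/well, plated overnight, given luciferin plus IBMX (each 0.5 mM as added) for 1 h at 37 °C, then compound for 1 h at 37 °C. Luminescence was read after 15 min at room temperature.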
Numbers without * were called inactive; i = inactive; ? = inconclusive; · = not tested or not shown; [ ] = another dose, or the depositor's remark. Unless noted, the call rests on the fitted dose curve; in most records, active means well fitted curve in the direction sought with a large enough effect; inconclusive means small, poorly fitted or top-dose-only effect, or another doubt; inactive means no such curve, though single readings can be large; an effect the other way counts as inactive or inconclusive.

SMILES	GLP-1R agonist	TDP43 rescue	Abeta rescue	DRD3 antagonist	FUS yeast rescue	pAkt inh	GLP-1R inv ag	aSyn yeast inh	PTHR1 agonist
CCOP(=O)(OCC)C1NC(=O)N(c2ccccc2)C1=O (stereo unspecified)	2%	8%	12%	-7	-29%	i	12%	1%	i
Cc1cc(NC(=O)Nc2ccc(OCc3ccccc3)cc2)n(C)n1	0%	-15%	-14%	8	22%	i	?	0%	i
COc1ccc2c(c1)c1c(c(=O)n(Cc3ccccc3)c(=O)n1CC(=O)Nc1cc(C)cc(C)c1)n2C	-1%	22%	-8%	·	0%	·	6%	·	i
O=C(Nc1ccc2c(c1)OCO2)C(c1ccccc1)N1CCC2(CC1)OCCO2 (stereo unspecified)	1%	9%	12%	3	-2%	i	-4%	1%	i
O=C(Nc1ccc(F)cc1F)c1c(C(F)(F)F)ccnc1Oc1ccc(Cl)cc1	6%	-1%	-13%	4	?	i	-29%	1%	-20%
O=C(c1ccco1)N1CCN=C1SCc1cccc(F)c1	5%	19%	1%	-14	-18%	i	14%	-4%	-5%
Cc1nnsc1C(=O)N/N=C/c1ccccc1Cl	5%	1%	-13%	-7	13%	i	-7%	2%	-22%
O=C(CNS(=O)(=O)c1c(Cl)cccc1Cl)OCC(=O)c1ccc[nH]1	1%	15%	2%	15	-1%	i	20%	2%	i
Cc1c(C(=O)OC(C)C)[nH]c2c1C(=O)CC(C)(C)C2	7%	3%	-1%	-15	3%	i	10%	2%	i
COc1cc(NC(=O)c2cc3nc(-c4ccc(C)cc4)cc(C(F)(F)F)n3n2)cc(OC)c1OC	·	15%	4%	·	-3%	·	1%	·	i
Cc1ccc(NC(=O)CCNC(=O)c2ccc(Br)cc2)cc1S(=O)(=O)N1CCCCCC1	-28%	0%	-11%	-5	·	i	?	-4%	-87%[inhibitor]
CCCC(C(=O)NCC1CCCO1)N(Cc1ccccc1)C(=O)CNS(=O)(=O)c1ccccc1 (stereo unspecified)	8%	-22%	-4%	-3	-7%	i	-21%	-2%	i
CC(C)Cn1c(N)c(C(=O)COC(=O)C2Cc3ccccc3CN2S(C)(=O)=O)c(=O)n(C)c1=O (stereo unspecified)	5%	7%	-9%	16	·	i	?	1%	-20%
CC(Cc1cccs1)NC(=O)c1cccc(Cl)c1 (stereo unspecified)	23%	-15%[0.397 µM]	2%	8	-2%	i	?	4%	-13%
CCn1c(CNc2ccc(Cl)cc2)nnc1SCC(=O)NCc1ccccc1	3%	5%	4%	-17	13%	i	?	-9%	-1%
O=C(NCCc1ccccc1)c1nc2ncccn2n1	5%	-8%	-12%	15	32%	i	0%	-1%	-17%[57.5 µM]
O=C1CCCN1CCC12CC3CC(CC(C3)C1)C2	7%	19%	-17%	-21	-9%	i	4%	3%	-4%
CCC(Sc1nnc(C)n2c1cc1occc12)C(=O)Nc1ccccc1OC (stereo unspecified)	·	8%	-15%	·	-9%	·	5%	·	i
CCN(C(=S)NC(=O)CCc1ccccc1)c1ccccc1	1%	1%	-16%	-2	-2%	i	-6%	-3%	-52%[inhibitor]
N#Cc1c(N)c(C(=O)c2ccc(Cl)cc2)n2c1CCC2	-9%	0%	1%	2	-9%	i	15%	0%	-16%
O=C(O)CSc1nnc(-c2ccc(O)cc2)o1	-2%	1%	-18%	·	-17%	·	11%	-6%	i
O=C(Cc1ccc(F)cc1)N1CCC2(CC1)NCCc1[nH]cnc12	-4%	13%	-15%	14	-17%	·	20%	-7%	i
COC(=O)CSc1nc(SCc2ccccc2Cl)nc2c1CCCC2	7%	10%	8%	-11	7%	i	?	11%	i
Cc1ccc(N2CC(C)Cn3c2nc2c3c(=O)n(CC(=O)OCc3ccccc3)c(=O)n2C)cc1C (stereo unspecified)	-2%	-31%[inhibitor]	1%	16	15%	i	-14%	0%	i
COc1ccccc1C(=O)Nc1ccc(NC(=O)c2cccs2)cc1	·	?	-70%[inhibitor]	·	21%	·	1%	·	-24%
CCOCCCNc1nc2c(S(=O)(=O)c3ccc(CC)cc3)nnn2c2ccc(Cl)cc12	·	26%	-13%	·	-13%	·	26%	·	-49%[inhibitor]
CCOc1ccc(Cl)cc1-c1cc(C(=O)Nc2ccc(F)cc2)[nH]n1	-5%	?	-31%	?	14%	i	?	-9%	-54%[inhibitor]
Cc1ccc(NS(=O)(=O)c2cccc(C(=O)N3CCCCC3)c2)cc1	21%	24%	-18%	18	·	i	?	17%	i
COC(=O)CN1C(=O)C2(C(C#N)=C(N)Oc3ccccc32)C2=C1CC(C)(C)CC2=O (stereo unspecified)	-8%	21%	-1%	17	13%	i	8%	-9%	i
NC(=O)c1ccc(Nc2ccc3nonc3c2[N+](=O)[O-])cc1	-4%	6%	1%	14	15%	i	10%	-10%	i

A section from the list above:
SMILES	GLP-1R agonist	TDP43 rescue	Abeta rescue	DRD3 antagonist	FUS yeast rescue	pAkt inh	GLP-1R inv ag	aSyn yeast inh	PTHR1 agonist
Cc1ccc(NS(=O)(=O)c2cccc(C(=O)N3CCCCC3)c2)cc1	21%	24%	-18%	18	·	i	?	17%	i
COC(=O)CN1C(=O)C2(C(C#N)=C(N)Oc3ccccc32)C2=C1CC(C)(C)CC2=O (stereo unspecified)	-8%	21%	-1%	17	13%	i	8%	-9%	i
NC(=O)c1ccc(Nc2ccc3nonc3c2[N+](=O)[O-])cc1	-4%	6%	1%	14	15%	i	10%	-10%	i

(continued)
SMILES	GLP-1R agonist	TDP43 rescue	Abeta rescue	DRD3 antagonist	FUS yeast rescue	pAkt inh	GLP-1R inv ag	aSyn yeast inh	PTHR1 agonist
COc1cccc(NC(=S)NCCc2ccccn2)c1	4%	-1%	-14%	0	5%	i	14%	-3%	i
Cc1ccc2c(CN(C)Cc3ccc(OC(F)F)cc3)cc(=O)oc2c1C	25%	0%	2%	-21	27%	i	?	-3%	-41%[inhibitor]
CC1CCN(S(=O)(=O)c2nnc(NC(=O)c3cccc(Br)c3)s2)CC1	·	17%	-6%	·	-28%	·	-21%	·	-39%[inhibitor]
COc1ccc(C(c2nnnn2Cc2cccs2)N2CCN(c3ccccc3F)CC2)cc1OC (stereo unspecified)	4%	-18%	-4%	-81*	?	i	?	2%	-37%[inhibitor]
CCOC(=O)NCC(C)(C)CNC(=O)OCC	0%	-16%	12%	10	21%	i	0%	-8%	i
Cc1cc2c(cc1S(=O)(=O)Nc1c(C)cccc1C)n(C)c(=O)c(=O)n2C	4%	3%	0%	-22	-4%	i	-7%	-5%	-7%
COc1ccc2nc3cccc(OC)c3nc2c1	?	22µM*	?	8	6%	i	43%[activator]	6%	-12%
CS(=O)(=O)c1cccc(C(=O)OCC(=O)Nc2ccc3c(c2)OCO3)c1	1%	11%	0%	9	·	i	19%	-3%	-4%
COc1ccc(NC(=O)N2CCCC(c3nc(-c4ccc(F)cc4)no3)C2)cc1 (stereo unspecified)	-2%	-9%	-35%	27	10%	i	?	-5%	-57%[inhibitor]
CC1CCCN(C(=O)Cn2ncc3c([nH]c4ccccc43)c2=O)C1 (stereo unspecified)	·	17%	-18%	·	-4%	·	-10%	·	-8%
CCN(CC)S(=O)(=O)c1ccc(-c2nnc(SCC(=O)Nc3ccc4c(c3)OCO4)o2)cc1	0%	-5%	0%	7	8%	i	-4%	6%	-18%[57.5 µM]
Cc1ccc2c(c1)c1c(c(=O)n(Cc3ccccc3)c(=O)n1Cc1cccc(C(F)(F)F)c1)n2C	0%	18%	-1%	·	0%	·	8%	·	i
O=C(Nc1ccccc1)c1ccc(Br)c(S(=O)(=O)Nc2ccccn2)c1	0%	-9%	-10%	-5	-8%	i	7%	2%	-7%
CC(=O)Nc1ccc(NC(=O)C(C)Sc2n[nH]c(=O)n2Cc2ccccc2)cc1 (stereo unspecified)	8%	9%	-1%	1	3%	i	8%	2%	i
CCC(C)Sc1ccc([C@@H]2[C@@H]3C(=O)N(C)C(=O)[C@@H]3[C@]3(C(=O)OC)CCCCN23)cc1OC (stereo partly specified)	2%	?	28%	-22	45%	i	?	16%	-37%[inhibitor]
COc1ccc(OC)c(NC(=O)CN2C(=O)COc3ccc(S(=O)(=O)N4CCCC4)cc32)c1	14%	-2%	14%	0	18%	i	-20%	0%	i
C#CCOc1nc2c(c(=O)n(C)c(=O)n2C)n1Cc1ccccc1	23%	24%	-15%	14	-18%	i	33%[activator]	16%	-34%[inhibitor]
CN(CCOc1ccccc1)c1ccc(S(=O)(=O)N2CCCCC2)cn1	1%	15%	-7%	0	·	i	-8%	18%	-21%
O=C(NC(=S)Nc1cccnc1)c1cccc(Cl)c1	0%	25%	5%	20	2%	i	14%	5%	-11%
O=C(c1cc(C2CC2)on1)N1CCCC(N2CCN(c3cccc(C(F)(F)F)c3)CC2)C1 (stereo unspecified)	15%	-7%	5%	16	13%	i	?	5%	-21%
O=C(CSc1nc2ccc(NC(=O)C3CCCCC3)cc2s1)NCC1CCCO1 (stereo unspecified)	8%	-6%	1%	-16	?	i	1%	1%	-2%
CCc1nnc(NC(=O)CSc2ccc(-c3ccccc3OC)nn2)s1	2%	24%	-13%	12	4%	i	24%	9%	i
CCC(=O)NC(=S)Nc1c(C)cc(Br)cc1C	12%	8%	?	14	20%	i	?	5%	-5%
Cc1cc(C)n2nc(SCC(=O)N(CCC#N)c3ccc(F)cc3)nc2n1	0%	-15%	-13%	-7	-1%	i	23%	-6%	6%
CCOC(=O)c1[nH]n(-c2ccc(Cl)cc2)c(=O)c1C	-3%	?	-6%	9	·	i	11%	-20%	-19%
CC(C)Cc1nnc(NC(=O)c2cccc(S(=O)(=O)N3CCN(C)CC3)c2)s1	-1%	-16%	1%	8	5%	i	7%	-4%	-34%

Some of the compounds tested; the hit share may differ from the screen's.
